TRPC4 inh: blocks the mouse TRPC4 cation channel | HEK293 TRPC4beta/mu-opioid, DAMGO-evoked Fluo4 calcium flux; stronger effect = lower value | 300,000 tested, 0.39% active | B-score at 10 µM;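 active means B-score over 3 SD under the library average, no early fluorescence shift, positive overall ratio signal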
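test system = HEK293 cells with stable TRPC4beta plus mu-opioid receptor expression | detection = Fluo4 Ca2+ flux fluorescence | read-out = integrated fluorescence ratio relative to baseline, converted to per-well B score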
HIF act: HIF pathway transcriptional activation | U2OS HRE-luciferase reporter, luminescence; normalized: DMSO 0%, desferrioxamine 100% | activation, % at 7.5 µM (by protocol) | 300,000 tested, 0.32% active;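 active means mean activation of at least 10% of the iron chelator positive control signal, with at least half of replicates also reaching 10%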
MrgX1 agonist: activates human MrgX1 receptor signaling; MrgX1-HEK293 cells, Fluo-4 calcium fluorescence, agonist mode; stronger effect = higher value; 310,000 tested, 0.44% active; AID 588627; Q96LB2; B-score at 10 µM;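 active means calcium response B-score plate-corrected fluorescence ratio at least 3 library SD, with starting fluorescence B-score inside 5 SD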
Target sequence (Q96LB2 whole entry, looked up): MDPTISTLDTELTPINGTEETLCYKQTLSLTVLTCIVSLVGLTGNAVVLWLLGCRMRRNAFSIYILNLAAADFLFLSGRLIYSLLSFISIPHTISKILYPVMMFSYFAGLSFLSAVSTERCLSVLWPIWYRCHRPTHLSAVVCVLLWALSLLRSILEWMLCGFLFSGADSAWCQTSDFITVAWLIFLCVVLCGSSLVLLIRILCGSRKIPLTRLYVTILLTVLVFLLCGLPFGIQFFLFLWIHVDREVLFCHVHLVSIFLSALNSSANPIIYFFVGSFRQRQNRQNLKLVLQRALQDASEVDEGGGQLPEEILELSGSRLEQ
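Assay system: stable human MrgX1 HEK293 cell line. Quantity: 15,000 cells per well. Schedule: cells plated overnight, dye loaded 0.5 h 37 °C, 0.5 h room temperature. Detection: Fluo-4 NW calcium-flux fluorescence, kinetic read. Read-out basis: peak-minus-minimum fluorescence over baseline, converted to B scores. Control set: positive and negative control wells on each plate.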
TRPC6 activator: activators of mouse TRPC6 channel; 310,000 tested, 0.13% active; Q61143; B-score at 10 µM; HEK293-TRPC6 membrane potential dye fluorescence; stronger effect = higher value;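 active means B-score of the integrated fluorescence ratio above library mean plus 3 SD, and starting fluorescence ratio within library mean plus 5 SD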;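 further: higher score means more depolarization so channel activation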
AI-2 QS mod: Vibrio harveyi AI-2 quorum sensing modulation. Vibrio harveyi JMH597 AI-2 luminescence/OD600 ratio, 9 h; stronger effect = lower value; strain lacks LuxN and CqsS sensors; 0 = neutral-control median. activity change, % at 7.5 µM. AID 2094. 300,000 tested, 0.4% active; in the data active means activity change below about -75%, passing the limit was not always enough;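 further: luminescence divided by OD600 gain over 9 h not by final OD600 alone; inactives centre near 13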
MrgX1 PAM: human MrgX1 positive allosteric modulation, primary screen; Q96LB2; B-score at 10 µM; 310,000 tested, 0.63% active; MrgX1-HEK293, Fluo-4 calcium flux, FDSS; stronger effect = higher value;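 active means plate-corrected calcium response at least 3 library SD above typical, normal starting fluorescence, not activating the receptor alone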;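 further: compound read alongside a low EC10 to EC30 dose of BAM8-22 agonist; peak minus trough fluorescence over baseline measured at the second addition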
TRPC4 act: opens the mouse TRPC4 cation channel; AID 2237; B-score at 10 µM; 310,000 tested, 0.49% active; HEK293 TRPC4beta/mu-opioid, Fluo4 calcium fluorescence; stronger effect = higher value;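 active means B-score above 5 SD of library B-scores, and initial fluorescence ratio not above library mean plus 5 SD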;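 further: positive B-score marks a calcium rise read as TRPC4 activation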
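System – HEK293 cells stably co-expressing mouse TRPC4beta and mu-opioid receptor · Signal – Fluo4 calcium-sensitive dye fluorescence, kinetic, 1 Hz baseline · Benchmarks – buffer (low) and maximal DAMGO (high) · Read-out – B score of integrated fluorescence ratio per well · Incubation – dye loading 45 min room temperature, 110 s kinetic read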
TRPC6 inhibitor: blocks the mouse TRPC6 cation channel | Q61143 | HEK293-TRPC6, membrane potential dye, ACh-evoked depolarization; stronger effect = lower value | B-score at 10 µM | 310,000 tested, 1.1% active;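 active means B-score under library mean minus 3 SD, initial fluorescence not abnormally high, positive integrated signal ratio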;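 further: B-score derived from integrated fluorescence ratio over the kinetic read; more negative B-score means stronger inhibition of depolarization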
MrgX1 antagonist: blocks BAM8-22 activation of human MrgX1 receptor | Q96LB2 | B-score at 10 µM | 310,000 tested, 1.3% active | MRGX1-HEK293 calcium flux, Fluo-4, BAM8-22 antagonism; stronger effect = lower value;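 active means calcium-response B-score plate-corrected more than 3 library SD below zero, starting fluorescence within 5 deviations, no agonist response on first addition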;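 further: peak minus trough fluorescence over baseline after final BAM8-22 challenge near maximal dose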
PolyA inh: inhibitors of polyadenylation in S. cerevisiae. calls only at 12 µM. AID 1875. S. cerevisiae SKY197-pL101 polyadenylation reporter, beta-gal luminescence; efflux-impaired pdr1/pdr3 knockout yeast; score 100 = 6 SD above DMSO. 300,000 tested, 0.02% active;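 active means lowest replicate activity score at least 50, where 100 means six control SD above control mean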;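 further: yeast exposed to compound for 9 h at 30 °C; higher score means more reporter readthrough which indicates perturbed polyadenylation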
TRPC4 PAM: TRPC4 (mouse) allosteric potentiation. Q9QUQ5. HEK293 TRPC4beta/mu-opioid, DAMGO EC20, Fluo-4 Ca2+ flux; stronger effect = higher value. B-score at 10 µM. 310,000 tested, 0.42% active;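 active means B-score of calcium response area above 5 SD of library B-scores, with initial fluorescence ratio within 5 SD of library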;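 further: B-score of integrated fluorescence ratio over time as area under calcium response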
An asterisk follows results filed as active; i = inactive; . = no result given. This is a subset; the hit share may differ from the screen's.

SMILES	TRPC4 inh	HIF act	MrgX1 agonist	TRPC6 activator	AI-2 QS mod	MrgX1 PAM	TRPC4 act	TRPC6 inhibitor	MrgX1 antagonist	PolyA inh	TRPC4 PAM
COc1cccc2c(=O)c(C(=O)NCc3cccs3)c[nH]c12	i	4.6	i	i	30	i	i	i	i	i	i
CCn1c(=O)cc(SCC(=O)NCc2ccc(C)o2)c2ccccc21	i	0.2	i	i	9	i	i	i	i	i	i
COC(=O)CC1C(=O)NC2CCCCC2N1C(=O)c1ccccc1 (stereo not drawn)	i	-0.1	i	i	17	i	i	i	i	i	i
Cc1cccc(NC(=O)Nc2c(C)n(C)n(-c3ccccc3)c2=O)c1	i	-14	i	i	17	i	i	i	i	i	i
CC(=O)C1=C(O)C(=O)N(c2ccc(Br)cc2)C1c1ccc([N+](=O)[O-])cc1 (stereo not drawn)	i	1.6	i	i	4	i	i	i	i	i	i
O=C(Cc1ccccc1)Nc1ccc(C(=O)NCc2ccccc2)cc1	i	-2.6	i	i	.	i	i	i	i	i	i
C=CCN(C(=O)CCc1ccccc1OC)c1nc(-c2ccc(S(C)(=O)=O)cc2)cs1	i	-34	i	i	14	i	i	i	i	i	i
CCNCc1cc(Br)c(OCC(=O)Nc2ccccc2)c(OC)c1	i	-0.8	i	i	10	i	i	i	i	i	i
CC(=O)N1CCN(CC(=O)Nc2ccc(SC(F)F)cc2)CC1	i	3.0	i	i	5	i	i	i	i	i	i
Cc1ccc(-c2csc3nc(C)n(-n4cccc4)c(=O)c23)o1	i	0.3	i	i	3	i	i	i	i	i	i
CCCC(=O)Nc1ccccc1NC(=O)CN(C)S(=O)(=O)c1ccccc1	i	-0.1	i	i	34	i	i	i	i	i	i
CCSc1ccc(C(=O)Nc2ccc(Br)cn2)cc1[N+](=O)[O-]	i	-0.9	i	i	43	i	i	i	i	i	i
CCc1nc(C)cn1S(=O)(=O)c1cc(Cl)c(OC)cc1Cl	i	-0.5	i	i	13	i	i	i	i	i	i
CN(C)C=NC(=O)c1ccc([N+](=O)[O-])c(CS(=O)(=O)c2ccc(Cl)cc2)c1	i	-0.2	i	i	7	i	i	i	i	i	i
Cc1ccc(CN2C(=O)CCC2C(=O)NC2CC2)cc1 (stereo not drawn)	i	0.2	i	i	6	i	i	i	i	i	i
O=C(CCn1c2c(c3ccccc31)CCCC2)NNC(=O)c1ccc([N+](=O)[O-])cc1	i	-0.6	i	i	14	i	i	i	i	i	i
COc1ccc(N2CCN(C(=O)c3ccc(C)cc3Cl)CC2)cc1	i	-0.1	i	i	10	i	i	i	i	i	i
COc1cc2ncnc(NCc3cccc(Cl)c3)c2cc1OC	i	0.7	i	i	17	i	i	i	i	i	i
CCCN1C2CCCC1CC(NC(=S)Nc1cccc(C)c1C)C2 (stereo not drawn)	i	0.1	i	i	-5	i	i	i	i	i	i
Cc1ccc(S(=O)(=O)N2CCCCC2)cc1NC(=O)COC(=O)Cc1ccc(Cl)cc1	i	0.7	i	i	20	i	i	i	i	i	i
CCOc1ccc(N(Cc2cc3cc(OC)ccc3[nH]c2=O)S(C)(=O)=O)cc1	i	-0.3	i	i	26	i	i	i	i	i	i
Cc1c(C#N)c(NC(=O)C(C)C)n(Cc2ccccc2)c1C	i	-0.1	i	i	64	i	i	i	i	i	i
CC1(C)CC(=O)C(C=Nc2ccc(O)c(N=CC3=C(O)CC(C)(C)CC3=O)c2)=C(O)C1	i	-0.6	i	i	49	i	i	i	i	.	i
COc1ccc(-c2cn(-c3ccc(OC)cc3)c(=S)[nH]2)cc1	i	1.9	i	i	5	i	i	i	i	i	i
CCn1c(SC)nnc1-c1nnc(SC)n1CC	i	-0.2	i	i	17	i	i	i	i	i	i

Overlap with the part before: 2 compounds, then new ones.
SMILES	TRPC4 inh	HIF act	MrgX1 agonist	TRPC6 activator	AI-2 QS mod	MrgX1 PAM	TRPC4 act	TRPC6 inhibitor	MrgX1 antagonist	PolyA inh	TRPC4 PAM
COc1ccc(-c2cn(-c3ccc(OC)cc3)c(=S)[nH]2)cc1	i	1.9	i	i	5	i	i	i	i	i	i
CCn1c(SC)nnc1-c1nnc(SC)n1CC	i	-0.2	i	i	17	i	i	i	i	i	i
COc1cccc(CC(=O)Nc2cccc3ccccc23)c1	i	0.3	i	i	30	i	i	i	i	i	i
N/C(=N\N=C\c1ccnc2ccccc12)SC1CC(=O)N(c2ccc(Br)cc2)C1=O (stereo not drawn)	i	-0.4	i	i	27	i	i	i	i	i	i
CC(=O)Nc1ccc(NC(C)=O)s1	i	-48	i	i	-1	i	i	i	i	i	i
S=c1[nH]nc(-c2ccccc2)n1/N=C/C=C/c1ccco1	i	-0.1	i	i	-44	i	i	i	i	i	i
CN1C(=O)C(C)(C)c2cc(S(=O)(=O)N(C)Cc3ccccc3)ccc21	i	-0.1	i	i	38	i	i	i	i	i	i
CN1CCCN(S(=O)(=O)c2ccc(Cl)c(Cl)c2)CC1	i	-1.2	.	i	14	.	i	i	.	i	12*
Cc1ccc(C(=O)c2cc3c(cc2[N+](=O)[O-])OCCO3)cc1	i	0.6	i	i	18	i	i	i	i	i	i
CCO[C@H]1OC(C(=O)N2CCOCC2)=C[C@@H](c2ccc3c(c2)OCO3)[C@@H]1CCCO	i	-0.4	i	i	11	i	i	i	i	i	i
COc1cc([N+](=O)[O-])ccc1-c1ccc(/C=N/NC(=O)OC(C)(C)C)o1	i	0.0	i	i	12	i	i	i	i	i	i
Cc1cc(Br)ccc1NC(=S)Nc1cccc([N+](=O)[O-])c1	i	0.5	i	i	-6	i	i	i	i	i	i
O=C(Nc1cccc(F)c1)c1cc(S(=O)(=O)N2CCC3(CC2)OCCO3)ccc1F	i	-0.3	i	i	41	i	i	i	i	i	i
CC(C)c1ccc(NC(=O)C2CC2c2ccccc2)cc1 (stereo not drawn)	i	-2.2	i	i	38	i	i	i	i	i	i
Cc1cc(C)n2nc(C(=O)OCC(=O)NC(=O)c3ccccc3)nc2n1	i	-0.8	i	i	26	i	i	i	i	i	i
CC1C/C(=C/c2ccncc2)C(=O)/C(=C/c2ccncc2)C1 (stereo not drawn)	i	-4.3	i	i	-15	8*	i	i	i	i	i
N#CC1=C(N2CCOCC2)/C(=C\c2ccccc2)CC1	i	-0.2	i	i	16	i	i	i	i	i	i
COCc1nnc(NC(=O)CCCCCN2C(=O)c3ccccc3C2=O)s1	i	0.0	i	i	17	i	i	i	i	i	i
CCOc1cc(S(=O)(=O)Nc2cc(C)cc(C)c2)ccc1Cl	.	0.1	i	i	16	i	i	i	i	i	i
Cc1ccc(S(=O)(=O)NC(=O)NCCCCNC(=O)NS(=O)(=O)c2ccc(C)cc2)cc1	i	-2.0	i	i	31	i	i	i	i	i	i
CCCCN1CC[C@H]2C=CC[C@@H](C(=O)NCc3ccc(OC)cc3)[C@H]2C1=O	i	0.3	i	i	11	i	i	i	i	i	i
CCC(=O)NC(=S)Nc1ccc(NC(=O)COc2ccc(Cl)cc2Cl)cc1	i	3.3	i	i	9	i	i	i	i	i	i
CCC(=O)N1CCN(c2cc(NCC3CCCO3)c(F)cc2[N+](=O)[O-])CC1 (stereo not drawn)	i	0.6	i	i	4	i	i	i	i	i	i
O=C(N/N=C/C1CC=CCC1)c1ccccc1O (stereo not drawn)	i	0.0	i	i	-8	i	i	i	i	i	i
Cc1cc(=O)n2nc(N3CCCC(C(=O)NCc4ccccc4Br)C3)sc2n1 (stereo not drawn)	i	0.1	i	i	0	i	i	i	i	i	i
COC(=O)C1CCN(S(=O)(=O)c2cc3c4c(c2)CCN4C(=O)CC3)CC1	i	-1.1	.	i	36	.	i	i	.	i	i
CC1=C(C(=O)N(C)C)C(c2cccc(Cl)c2)NC(=O)N1 (stereo not drawn)	i	1.3	i	i	1	i	i	i	i	i	i
(list continues)
SMILES	TRPC4 inh	HIF act	MrgX1 agonist	TRPC6 activator	AI-2 QS mod	MrgX1 PAM	TRPC4 act	TRPC6 inhibitor	MrgX1 antagonist	PolyA inh	TRPC4 PAM
N#CC1=C(SCc2ccccc2)NC(=O)C(C#N)C12CCCC2 (stereo not drawn)	i	-0.5	i	i	-6	i	i	i	i	i	i
COc1cccc(N2C(=NC(=O)CCC3CCCC3)SC3CS(=O)(=O)CC32)c1 (stereo not drawn)	i	0.0	i	i	17	i	i	i	i	i	i
CCCCNC(=S)N1CCn2cccc2C1c1ccc(F)cc1 (stereo not drawn)	i	0.3	i	i	11	i	i	i	i	.	i
CCNc1nc(NC(C)C)nc(Oc2ccc(=O)n(C)n2)n1	i	0.2	i	i	9	i	i	i	i	i	i
CC(=O)C1=C(c2ccccc2)NC(=O)NC1c1cccs1 (stereo not drawn)	i	1.1	i	i	8	i	i	i	i	i	i
CN(CC(=O)Nc1ccccc1Cl)C(=O)c1cccc(S(=O)(=O)N2CCN(Cc3ccccc3)CC2)c1	i	0.0	i	i	-1	i	i	i	i	i	i
CC(C)[C@H](NC(=O)N1CCn2c1nc1ccccc12)C(=O)N[C@H](Cc1ccccc1)C(=O)O	i	-0.1	i	i	21	i	i	i	i	i	i
CCN(CCO)C(=O)c1ccc2nc(Cc3cccc(Cl)c3)oc2c1	i	2.0	i	i	32	i	i	i	i	i	i
CC(C)C(OC(=O)CN1C(=O)COc2ccccc21)C(=O)NC1CCCCC1 (stereo not drawn)	i	0.2	i	i	14	i	i	i	i	i	i
O=c1cc(N2CCCCCC2)[nH]c(=O)n1-c1ccc(Cl)cc1	i	0.5	i	i	10	i	i	i	i	i	i
Cn1c(SCc2nc(-c3ccc(Cl)cc3)no2)nnc1-c1ccco1	i	-0.3	i	i	-4	i	i	i	i	i	i
O=C(COc1ccc(-c2nnco2)cc1)Nc1c(Cl)cccc1C(F)(F)F	i	0.0	i	i	1	i	i	i	i	i	i

Quoted from the listing.
COc1cccc(N2C(=NC(=O)CCC3CCCC3)SC3CS(=O)(=O)CC32)c1 (stereo not drawn) in AI-2 QS mod is listed with 17
O=c1cc(N2CCCCCC2)[nH]c(=O)n1-c1ccc(Cl)cc1 in HIF act is listed with 0.5
CCC(=O)N1CCN(c2cc(NCC3CCCO3)c(F)cc2[N+](=O)[O-])CC1 (stereo not drawn) in AI-2 QS mod is listed with 4

High-throughput results (PubChem)
